Peg3 prom inh = inhibitors of Peg3 promoter; HeLa PEG-Prom luciferase reporter, luminescence, overnight; inhibition, % at 20 µM; actives 1.7% (n = 360,000);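 active means inhibition of at least 50% at 20 µM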
hiPSC survival = hiPSC single-cell survival enhancement; ATPlite luminescence; 100% = ROCK inhibitor wells, 0% = DMSO; survival enhancement, % at 20 µM; actives 0.044% (n = 360,000); AID 602274; in the data active means survival enhancement above about 18%;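 further: cells exposed to compounds for 16 hours before the ATP read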
PDI inh = inhibitors of human protein disulfide isomerase. P07237. PDI insulin aggregation turbidity, A650, 90 min. inhibition, % at 10 µM. actives 0.052% (n = 350,000). AID 588391;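 active means mean inhibition across replicates of 30% or more, whatever share of single replicates reach that level; inconclusive means mean inhibition below 30% while every single replicate reaches 30%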;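 further: absorbance from insulin aggregation driven by PDI reduction with DTT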
Target sequence (P07237 whole entry, looked up): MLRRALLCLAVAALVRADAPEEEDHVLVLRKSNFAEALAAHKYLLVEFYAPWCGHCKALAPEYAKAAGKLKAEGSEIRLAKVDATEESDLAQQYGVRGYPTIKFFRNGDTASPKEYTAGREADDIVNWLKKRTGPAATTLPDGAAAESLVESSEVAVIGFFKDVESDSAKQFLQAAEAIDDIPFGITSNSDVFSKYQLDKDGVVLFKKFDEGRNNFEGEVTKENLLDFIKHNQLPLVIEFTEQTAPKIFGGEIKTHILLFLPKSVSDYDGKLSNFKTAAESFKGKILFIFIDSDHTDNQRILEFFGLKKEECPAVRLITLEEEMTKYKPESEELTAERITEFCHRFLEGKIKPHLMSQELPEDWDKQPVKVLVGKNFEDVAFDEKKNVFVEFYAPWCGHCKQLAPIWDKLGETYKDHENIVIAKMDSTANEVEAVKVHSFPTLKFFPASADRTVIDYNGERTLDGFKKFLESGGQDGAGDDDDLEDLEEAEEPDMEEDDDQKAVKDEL
TRPM1 prom inh = reduces MITF-dependent TRPM1 promoter luciferase signal. SK-MEL-5 TRPM1 promoter luciferase, 24 h. actives 0.83% (n = 330,000). inhibition, % at 12.5 µM;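 active means mean inhibition across replicates of 60% or more, whatever share of single replicates reaches that level; inconclusive means some that reach 60%, reason not given; inactive means mean inhibition across replicates below 60%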; further: values of inactives mirror those of a sister screen read the other way
H9c2 protect = modulators protecting cardiomyocytes from myocardial damage. protection from H2O2 cell death, % at 20 µM. H9c2 cardiomyocytes, H2O2 injury protection, ATPLite, 2 h. actives 0.63% (n = 360,000);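 active means compounds giving at least 50% protection of heart cells from peroxide-induced death in the single-dose screen, raw or plate-pattern-corrected value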;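 further: 0% = DMSO wells with peroxide and 100% = DMSO wells without peroxide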
CaV13 ICDI inh = Disruptors of the CACNA1D IQ motif to Ca2+-dependent inactivation inhibitor domain association, primary screening, Förster resonance energy transfer in intact living …; HEK cells, CFP/YFP FRET ICDI-IQ, plate reader, 10 min; percent FRET-ratio fall versus neutral wells; inhibition, % at 12.3 µM; actives 0.098% (n = 340,000);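 active means mean replicate inhibition of at least 30% and at least 1% of replicates passing that level; inconclusive means only one of the two criteria is met; inactive means neither criterion is met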;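 further: 0% = median of the neutral control wells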
m5-HT2A agonist = agonists of mouse serotonin 5-HT2A receptor (HTR2A). actives 0.66% (n = 360,000). CHO-K1 mHTR2A beta-arrestin complementation, luminescence; percent of 30 µM serotonin response. activation, % at 7.6 µM. P35363;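 active means activation above a run cutoff, the mean activation of all tested compounds plus 3 SD, cut at about 14% in these data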;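 further: 0% = plate median of compound wells and 100% = 30 µM serotonin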
Target sequence (P35363 whole entry, looked up): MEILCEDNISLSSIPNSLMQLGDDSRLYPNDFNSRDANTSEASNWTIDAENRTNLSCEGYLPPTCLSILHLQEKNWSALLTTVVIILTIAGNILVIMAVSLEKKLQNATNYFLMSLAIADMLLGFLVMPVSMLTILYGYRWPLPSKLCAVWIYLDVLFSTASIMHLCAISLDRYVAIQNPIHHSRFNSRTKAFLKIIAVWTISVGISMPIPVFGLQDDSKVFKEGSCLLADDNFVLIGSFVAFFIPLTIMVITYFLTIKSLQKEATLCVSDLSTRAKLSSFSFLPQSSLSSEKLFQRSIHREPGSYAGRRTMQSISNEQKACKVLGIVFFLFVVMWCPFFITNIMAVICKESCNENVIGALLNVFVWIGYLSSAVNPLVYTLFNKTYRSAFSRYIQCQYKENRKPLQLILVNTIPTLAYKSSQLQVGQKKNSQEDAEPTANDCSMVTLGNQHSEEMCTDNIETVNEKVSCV
HIF-2a block = blocks HIF-2a reporter activity | 786-0 RCC cells HIF-2a reporter, luciferase luminescence, overnight | inhibition, % at 18.8 µM | actives 0.72% (n = 360,000) | AID 624352;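 active means inhibition of the luminescence signal of 40% or more relative to plate controls, in a single-dose primary screen at 18.75 µM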
Shn3 3UTR inh = Schnurri-3 reporter inhibition in Clone20 osteoblasts. AID 588674. Clone20 osteoblast Shn3 3'UTR firefly luciferase, 24 h. actives 0.52% (n = 360,000). inhibition, % at 12.5 µM;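 active means mean inhibition of at least 75% with every replicate also reaching 75%; inconclusive means mean inhibition at least 75% but some replicate below; inactive means mean inhibition below 75%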;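 further: 0% = median of neutral control wells and 100% = pilot-screen positive control compound; some compounds past the cut are filed as inactive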
NR2E3 ag-1 = human photoreceptor-specific nuclear receptor agonism. Q9Y5X4. CHO-S Gal4-NCOR/VP16-NR2E3 two-hybrid, luciferase. inhibition of corepressor binding, % at 3.98 µM. actives 0.35% (n = 360,000). AID 602229;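 active means inhibition above the mean of all tested compounds plus 3 SD, cut at about 70% in these data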;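 further: 0% = DMSO with NR2E3 transfected cells and 100% = cells lacking NR2E3 construct; higher means lower luciferase signal from less NR2E3 corepressor binding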
NR2E3 ag-2 = agonists of human nuclear receptor NR2E3. GST-NR2E3/biotin-RetCOR TR-FRET, 1536-well. AID 2300. actives 0.12% (n = 320,000). inhibition of corepressor binding, % at 4.78 µM. Q9Y5X4;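 active means percent inhibition above the cutoff of mean plus 3 SD of all tested compounds, set per screening campaign, cut at about 20% in these data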;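 further: 0% = DMSO wells and 100% = biotin wells as full block of FRET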
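Assay system: NR2E3–RetCOR corepressor complex. Quantity: 1.35 nM GST-NR2E3. Buffer or medium: pH 7.5 Tris-based buffer. Reagent: biotinylated RetCOR corepressor at 7 nM final. Schedule: 5 h at 4 °C. Detection: TR-FRET, emission read at 617 and 671 nm. Replicates: one well per compound, singlicate testing.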
Starred values were filed as active, the others as inactive; ? = inconclusive; · = not tested or not shown.

Under each structure – Peg3 prom inh, hiPSC survival, PDI inh, TRPM1 prom inh, H9c2 protect, CaV13 ICDI inh, m5-HT2A agonist, HIF-2a block, Shn3 3UTR inh, NR2E3 ag-1, NR2E3 ag-2
Cc1cccc(OCc2nnc(N)s2)c1
 : -10, -3.0, 8, -8, 1, -9, 5, -10, 5, -14, 2
Cc1cc(C)nc(NS(=O)(=O)c2ccc(NS(=O)(=O)c3ccsc3)cc2)n1
 : -4, 0.8, -2, ·, 5, -11, 9, 10, -56, 5, 2
COc1cc(C(=O)NCc2cccc3ccccc23)ccc1OCc1ccccc1
 : 3, -0.5, -8, 5, -5, -4, -3, 9, 6, -25, -3
CCOC(=O)C1=NN(C(=O)COc2ccccc2)C(O)(c2ccc(Br)cc2)C1 (centres undefined)
 : 16, -0.3, 2, 6, 11, -4, -5, 2, -3, -2, 1
COc1ccccc1NC(=O)NC1(C)CCS(=O)(=O)C1 (centres undefined)
 : 1, -0.4, -2, -2, 2, -3, -2, 11, -6, 7, ·
Cc1cc(C)nc(N2CCC(C(=O)N3CCN(c4cc(Cl)ccc4C)CC3)CC2)n1
 : 46, -0.9, 5, 13, -6, -4, 6, 7, 33, -23, 4
CCCn1c(NC(=O)C2CCN(C(=O)c3ccc(F)cc3)CC2)nc2ccccc21
 : 13, 0.8, -13, -9, 8, -6, -4, 20, 8, 8, -1
C[n+]1cc(C(=O)N2CCCCC2)ccc1/C=C/c1c[nH]c2ccccc12
 : 2, 0.3, -2, 14, 3, -6, -4, 14, 15, -1, -1
Cc1ccc(N2C(=O)CC3(CCCC3)CC2=O)cc1
 : -25, -0.5, 12, -17, -7, -4, -6, -26, 38, -2, 2
CN(C(=O)COC(=O)CSc1ccc(C(N)=O)cc1[N+](=O)[O-])C1CCCCC1
 : 12, 0.4, -2, 4, 5, -6, 1, 8, 3, 2, 1
c1ccc(Oc2cnc3ccccc3n2)cc1
 : -10, -0.3, 0, -40, -3, -6, 2, -23, -5, -17, -4
CN(CC(=O)Nc1ccccc1C(F)(F)F)C(=O)c1ccc(N2C(=O)CCC2=O)cc1
 : 3, 0.1, -5, 4, 7, -6, -4, 2, 5, -18, 0
COc1ccc(-c2nc(C#N)c(N3CCCCCC3)o2)cc1
 : -6, 2.4, 1, -18, -8, ·, 1, -48, 6, 6, 2
CCOc1ccc(NC(=O)N(C2CCCCCC2)C2CCN(C(C)=O)CC2)cc1
 : -3, 5.0, 8, -9, -9, -5, 6, -15, 3, 1, 2
CCOC(=O)c1cc(NC(=O)c2ccccc2)c(=O)oc1-c1ccccc1
 : -5, 3.8, 1, 3, 2, -4, 2, -14, 6, -5, 3
O=C(c1ccc(NS(=O)(=O)c2ccccc2)cc1)N1CCCCCC1
 : 6, 1.1, 0, -4, 2, ·, 17*, 2, 1, 15, ·
O=C(CC1(O)C(=O)Nc2ccccc21)c1ccccc1O (centres undefined)
 : 6, -0.3, -13, 15, -25, -5, 21*, 18, -2, -14, 3
O=C(NC(C(=O)c1ccccc1)N1CCOCC1)c1ccccc1 (centres undefined)
 : -34, 1.6, 4, -2, 1, -5, 3, -40, 0, -5, 6
CCCCN1C(=O)C(=O)N(CC(=O)Nc2ccc(C(N)=O)cc2)C1=O
 : -4, -2.9, -2, 4, 18, -2, 6, 12, 3, -12, -3
Cc1nn(CC(=O)N2CCc3ccccc3C2)c(C)c1[N+](=O)[O-]
 : 6, 2.8, 2, 4, -8, 2, 6, 20, 9, -27, 1
O=C(Nc1cc(Cl)ccc1O)c1snnc1-c1ccccc1
 : 35, 5.6, 2, 9, -23, -3, -3, -3, 28, 33, 1
CCO[C@@H]1OC(C(=O)N2CCOCC2)=C[C@H](C)[C@H]1CCCO
 : 7, -1.2, -9, -9, 2, -11, 3, 16, 1, 9, 2
Cc1ccc(NC(=O)C2CCN(S(=O)(=O)c3ccc4c(c3)CCCC(=O)N4)CC2)c(Br)c1
 : -5, -0.2, 9, 8, -6, -3, -1, -6, 13, 10, 3
Nc1nc(N)nc(-c2cc([N+](=O)[O-])ccc2O)n1
 : 60*, -4.8, -3, 10, -2, -5, 2, -28, -24, 33, 0
CC(Sc1ccccc1)C(=O)Nc1cccc(N(C)S(C)(=O)=O)c1 (centres undefined)
 : -19, -0.9, -15, -5, -3, -5, 17*, -21, 2, -4, 2
Cc1ccc(Nc2nc(C)cc(C)c2C#N)c(C)c1
 : 20, 4.3, 16, ·, -6, -11, 5, 12, -9, -4, ·
COc1ccc(C(=O)NNC(=O)c2ccc3ccccc3c2)cc1
 : -10, 2.9, 0, 3, -3, -5, 2, -30, 0, -67, ·
Cc1nc(Sc2nnnn2C)c2c3c(sc2n1)CCC3
 : 55*, -3.6, -15, 87*, 2, ·, 2, 55*, 25, -8, 3
CC(C)Sc1nnc([C@H](Cc2ccccc2)NC(=O)OC(C)(C)C)o1
 : 5, 0.7, -2, 10, -8, -5, -3, 18, 7, -39, 0
Cc1cc(=O)oc2cc(OC(C)C(=O)Nc3nccs3)ccc12 (centres undefined)
 : -10, 8.0, 4, -2, 3, -3, -3, 2, 11, -18, 4
O=C(Cn1cc(C(F)(F)F)cc(Cl)c1=O)Nc1cccc(Cl)c1
 : 8, 0.6, 1, 2, -1, -3, -1, -3, 5, 12, 1
O=C(Nc1ccccc1)C1=C[C@H](c2ccc(Br)cc2)C[C@H](OCc2ccc(CO)cc2)O1
 : -25, -1.2, 1, -13, 0, -7, -9, -51, 9, -17, 4
COCCn1c(C)cc(C(=O)COC(=O)c2[nH]c(C)c(C(C)=O)c2C)c1C
 : -3, -0.2, 1, 1, -14, -7, 0, -5, 57, 2, 2
COc1ccc(S(=O)(=O)Nc2ncccc2C)c2ccccc12
 : 14, 0.6, 14, 0, 8, -5, -3, 23, -1, -30, 1
CCOC(=O)c1[nH]c2ccc(F)cc2c1NC(=O)CN1CCN(C/C=C/c2ccccc2)CC1
 : 65*, -3.0, 4, 47, -38, -5, -3, 17, 30, 11, 0
CC(=O)Nc1ccc2nc3ccccc3nc2c1
 : -248, -0.4, 0, -40, -9, -67, -4, -295, -73, -95, -10
CC1CCN(C(c2cccs2)c2nnnn2Cc2ccccc2)CC1 (centres undefined)
 : 26, -1.0, 18, 1, -10, -7, -6, 15, 14, -7, 0
N#CCCCn1c(-c2ccccc2)noc1=O
 : 6, -2.1, 2, 13, -4, -7, 0, 8, -16, 7, -2
CCOc1ccc(S(=O)(=O)Nc2c(C)n(C)n(-c3ccccc3)c2=O)cc1
 : 11, -0.8, 0, 1, 0, -5, -1, 13, 6, -36, 3
CCN(C(=O)c1cnc2scc(C)n2c1=O)c1ccccc1C
 : -4, 1.1, ·, -5, 5, -5, 6, 11, -67, -11, 0
Cc1ccc(Cl)cc1N1CCN(S(=O)(=O)c2cnc[nH]2)CC1
 : 12, 1.4, ·, ·, 10, -3, -2, -3, 12, 15, 2
CC(=O)Nc1ccc(S(=O)(=O)NCCNC(=O)c2ccccc2F)cc1
 : -70, -0.2, 6, 5, 14, -5, -1, -61, 18, -24, 0
CCCn1c(CC)nc([N+](=O)[O-])c1S(=O)(=O)c1ccccc1
 : -1, -1.5, 3, ?, -10, -5, -1, 46*, 64, 10, -1
CCc1cccc(C)c1NC(=S)NCCc1c(C)[nH]c2ccc(C)cc12
 : 51*, -2.0, 6, 17, -23, -5, -5, 16, 14, -11, 1
Cc1ccc(S(=O)(=O)N2C[C@H]3[C@H]4C(=O)N(Cc5ccccc5)C(=O)[C@H]4CC(=O)[C@H]3[C@@H]2c2cccc3ccccc23)cc1
 : -21, 0.6, ·, ·, 4, -4, 7, 13, 0, -12, ·
O=C(COC(=O)c1ccccc1Cl)NCc1cccs1
 : -81, 5.2, 3, ·, -3, -6, 11, -8, -20, 0, ·
COC(=O)C1=C(C)OC(N)=C(C#N)C1c1cc2cc(C)ccc2nc1Cl (centres undefined)
 : 4, 1.1, 2, -4, 8, -2, -3, 11, 5, -19, 2
O=C(c1cccc(N2CCCC2=O)c1)N1CCN(c2ccccc2)CC1
 : 2, 4.4, -15, 1, 9, ·, -3, 13, 9, 13, -3
Cc1cccc(NC(=O)CN2C(=O)NC(C)(c3ccc4c(c3)OCO4)C2=O)c1 (centres undefined)
 : 1, -0.5, -5, 1, 6, -5, -2, -6, -26, -13, -3
O=C(Nc1ccccc1C(F)(F)F)C(O)(c1ccccc1)C1CCCCC1 (centres undefined)
 : 4, 6.7, 1, 0, -7, -3, -3, 7, -14, -17, -1
O=S(=O)(c1ccc(N=C2NN=C(c3cc(F)ccc3F)CS2)cc1)N1CCOCC1
 : -12, 0.2, 2, 15, -5, -4, 1, 7, 80, 29, ·
CCc1cc(=O)oc2cc(OCC(=O)N3CCC(C(N)=O)CC3)ccc12
 : 8, 0.4, ·, -8, 0, ·, -6, 4, -13, 9, 0

Some of the entries above, set out differently:
canonical_smiles	Peg3 prom inh	hiPSC survival	PDI inh	TRPM1 prom inh	H9c2 protect	CaV13 ICDI inh	m5-HT2A agonist	HIF-2a block	Shn3 3UTR inh	NR2E3 ag-1	NR2E3 ag-2
Cc1ccc(Cl)cc1N1CCN(S(=O)(=O)c2cnc[nH]2)CC1	12	1.4	·	·	10	-3	-2	-3	12	15	2
CC(=O)Nc1ccc(S(=O)(=O)NCCNC(=O)c2ccccc2F)cc1	-70	-0.2	6	5	14	-5	-1	-61	18	-24	0
CCCn1c(CC)nc([N+](=O)[O-])c1S(=O)(=O)c1ccccc1	-1	-1.5	3	?	-10	-5	-1	46*	64	10	-1
CCc1cccc(C)c1NC(=S)NCCc1c(C)[nH]c2ccc(C)cc12	51*	-2.0	6	17	-23	-5	-5	16	14	-11	1
Cc1ccc(S(=O)(=O)N2C[C@H]3[C@H]4C(=O)N(Cc5ccccc5)C(=O)[C@H]4CC(=O)[C@H]3[C@@H]2c2cccc3ccccc23)cc1	-21	0.6	·	·	4	-4	7	13	0	-12	·
O=C(COC(=O)c1ccccc1Cl)NCc1cccs1	-81	5.2	3	·	-3	-6	11	-8	-20	0	·

High-throughput results deposited in PubChem BioAssay by several laboratories.
